Source: PubChem BioAssay
MITF inh = human MITF inhibition, primary screen | O75030 | AlphaScreen MITF homodimerization, bead proximity signal | inhibition, % at 2.6 µM | actives 0.91% (n = 650,000) | AID 1259374; in the data active = inhibition above about 50%;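 also: 0% = vehicle wells with protein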
Target sequence (O75030 whole entry, looked up): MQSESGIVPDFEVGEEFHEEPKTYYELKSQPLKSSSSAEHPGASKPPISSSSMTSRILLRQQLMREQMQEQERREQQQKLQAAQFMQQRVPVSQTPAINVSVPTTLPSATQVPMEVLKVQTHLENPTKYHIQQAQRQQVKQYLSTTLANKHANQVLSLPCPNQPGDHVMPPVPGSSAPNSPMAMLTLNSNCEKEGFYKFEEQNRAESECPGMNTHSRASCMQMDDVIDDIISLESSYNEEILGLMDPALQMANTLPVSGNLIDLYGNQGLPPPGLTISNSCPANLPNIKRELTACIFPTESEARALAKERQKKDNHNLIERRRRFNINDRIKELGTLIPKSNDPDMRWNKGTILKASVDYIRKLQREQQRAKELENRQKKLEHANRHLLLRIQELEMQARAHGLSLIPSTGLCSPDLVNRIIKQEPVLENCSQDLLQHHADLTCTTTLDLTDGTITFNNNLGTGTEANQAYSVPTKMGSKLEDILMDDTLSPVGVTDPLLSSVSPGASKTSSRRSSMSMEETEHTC
GPR151 activ = activators of human GPR151 | Q8TDV0 | PathHunter beta-arrestin GPR151 cells, luminescence | activation, % at 11.2 µM | actives 1% (n = 650,000); in the data active = activation above about 4.9%;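 also: 0% = median of compound wells and 100% = cells with positive control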
Target sequence (Q8TDV0 whole entry, looked up): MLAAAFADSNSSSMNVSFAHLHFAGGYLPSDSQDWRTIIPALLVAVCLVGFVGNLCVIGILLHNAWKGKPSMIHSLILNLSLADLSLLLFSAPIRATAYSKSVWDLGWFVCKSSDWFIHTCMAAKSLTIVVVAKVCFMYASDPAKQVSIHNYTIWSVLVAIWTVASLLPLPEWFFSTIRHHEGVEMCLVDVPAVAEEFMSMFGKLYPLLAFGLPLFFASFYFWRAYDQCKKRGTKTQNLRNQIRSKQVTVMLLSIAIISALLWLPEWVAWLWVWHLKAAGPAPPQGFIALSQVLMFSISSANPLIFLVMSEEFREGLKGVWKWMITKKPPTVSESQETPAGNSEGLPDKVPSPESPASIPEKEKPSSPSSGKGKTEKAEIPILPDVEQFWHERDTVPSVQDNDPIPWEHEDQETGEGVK
TEAD-YAP block = TEAD-YAP interaction inhibition; AID 1259422; HEK-TIYL cells, TEAD-Gal4/YAP UAS-luciferase luminescence; inhibition, % at 9.12 µM; actives 1.4% (n = 640,000); in the data active = inhibition above about 32%;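 also: 0% = median of test compound wells and 100% = reference inhibitor wells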
FBW7 activator = human FBW7 E3 ligase activation, primary screen; Q969H0; AlphaScreen FBW7–phospho-cyclin E peptide binding, activator screen; normalized activity (activation), % at 26.1 µM; actives 0.13% (n = 650,000); AID 1259310; in the data active = normalized activity above about 1.9%;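 also: purified mutant Fbw7 with reduced substrate affinity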
Active calls of the source: *.

Results for COC(=O)C(Cc1c[nH]c2ccccc12)NC(=O)CNC(C)=O (stereo not drawn) ?
MITF inh: 7; GPR151 activ: 1.0; TEAD-YAP block: -3; FBW7 activator: 0.0

What do the screens show for `CN(C)c1ccc(NC(=O)c2cc3c(n(-c4ccc(Cl)cc4)c2=O)CCCC3=O)cc1`?
MITF inh: -1; GPR151 activ: 0.0; TEAD-YAP block: 14; FBW7 activator: -0.2

Results for Oc1ccc(N2CC(O)(c3ccc(Br)cc3)[N+]3=C2SCCC3)cc1 (stereo not drawn) ?
MITF inh: -7; GPR151 activ: 1.9; TEAD-YAP block: 10; FBW7 activator: 0.0

Results for COCC(=O)N1CC[C@H]2[C@H](CCCN2Cc2sccc2C)C1 ?
MITF inh: 20; GPR151 activ: 1.1; TEAD-YAP block: 5; FBW7 activator: 1.0

How did CCOc1c(/C=C2\C(=O)N(c3ccccc3)N=C2C)cccc1OC do in these assays?
MITF inh: 13; GPR151 activ: -1.0; TEAD-YAP block: -4; FBW7 activator: -0.1

How did c1ccc(CNc2nc(NC3CCN(Cc4ccccc4)CC3)nc3c2ncn3-c2ccsc2)cc1 do in these assays?
MITF inh: 3; GPR151 activ: 1.4; TEAD-YAP block: -4; FBW7 activator: -0.2

What do the screens show for `CC(=O)Nc1cnn(-c2ccc(C(=O)N3C[C@@H](C)O[C@@H](C)C3)cc2)c1`?
MITF inh: -2; GPR151 activ: -0.6; TEAD-YAP block: 4; FBW7 activator: 0.0

Results for NCCCc1nc2ccc(Cc3ccc4nc(CCCN)[nH]c4c3)cc2[nH]1 ?
MITF inh: -25; GPR151 activ: 2.5; TEAD-YAP block: -7; FBW7 activator: -0.1

How did Cc1ccc(C(=O)O)cc1-c1ccc(/C=N/n2cnnc2)o1 do in these assays?
MITF inh: 6; GPR151 activ: 1.2; TEAD-YAP block: -10; FBW7 activator: -0.1

How did COCCNC(=S)N1CCC(NC(=O)c2ccc(C)cc2)CC1 do in these assays?
MITF inh: -5; GPR151 activ: -0.5; TEAD-YAP block: 0; FBW7 activator: 0.1

Results for CCOc1cc(/C=N/NC(=O)COc2ccc(Cl)cc2)ccc1O ?
MITF inh: -1; GPR151 activ: -0.4; TEAD-YAP block: 15; FBW7 activator: 0.0

Results for CC(NC(=O)COc1cccnc1[N+](=O)[O-])c1ccc(Cl)cc1Cl (stereo not drawn) ?
MITF inh: -4; GPR151 activ: 1.4; TEAD-YAP block: 22; FBW7 activator: -0.1

Results for CC(C)n1c(-c2ccc(C(=O)NC3CC3)cc2)nc2c(NCCOc3ccccc3)ncnc21 ?
MITF inh: 16; GPR151 activ: 0.6; TEAD-YAP block: 9; FBW7 activator: 0.1

How did COC(=O)c1ccccc1Oc1ncnc(Oc2ccccc2C(=O)OC)c1[N+](=O)[O-] do in these assays?
MITF inh: 0; GPR151 activ: 1.3; TEAD-YAP block: 15; FBW7 activator: 0.0

What do the screens show for `CCOc1ccc(-c2cc(CCCC(=O)NCc3ccccn3)no2)cc1`?
MITF inh: 0; GPR151 activ: -0.3; TEAD-YAP block: 6; FBW7 activator: 0.0

Results for Cn1c(Nc2ncc(C(=O)NCc3cccc(C(F)(F)F)c3)s2)nc2ccccc21 ?
MITF inh: 2; GPR151 activ: -1.9; TEAD-YAP block: -5; FBW7 activator: 0.0

What do the screens show for `CC(=O)c1cccc(NC(=O)N2CCC(O)(c3cccnc3)CC2)c1`?
MITF inh: -10; GPR151 activ: 1.6; TEAD-YAP block: -16; FBW7 activator: -0.2

What do the screens show for `CC(C)n1c(N2CCCC2)nc2c1c(=O)n(C)c(=O)n2C`?
MITF inh: -2; GPR151 activ: -0.3; TEAD-YAP block: -17; FBW7 activator: -0.3

What do the screens show for `NC(=S)N=c1c(=O)c2ccccc2c1=O`?
MITF inh: 8; GPR151 activ: 0.5; TEAD-YAP block: 13; FBW7 activator: 0.2

Results for O=C(CN1CCC(C(=O)c2ccc(F)cc2)CC1)NC1CCCC1 ?
MITF inh: 4; GPR151 activ: 1.1; TEAD-YAP block: 3; FBW7 activator: 0.0

Results for CN1C(=O)/C(=C2\SC(=S)N(N)C2=O)c2cc([N+](=O)[O-])ccc21 ?
MITF inh: 21; GPR151 activ: 1.1; TEAD-YAP block: 1; FBW7 activator: -0.1

What do the screens show for `CCOC(=O)C1=C(C)N=c2s/c(=C\c3ccc(N(CC)CC)cc3)c(=O)n2C1c1ccc(SC)cc1` (stereo not drawn)?
MITF inh: 8; GPR151 activ: -0.7; TEAD-YAP block: -13; FBW7 activator: 1.1

Results for COc1ccc(NC(=O)N2CCCC2C(=O)NC2CC2)cc1 (stereo not drawn) ?
MITF inh: 3; GPR151 activ: -0.6; TEAD-YAP block: -1; FBW7 activator: 0.0

Results for Cc1cccc(C)c1NS(=O)(=O)c1c[nH]c2ccc([N+](=O)[O-])cc12 ?
MITF inh: 1; GPR151 activ: -0.2; TEAD-YAP block: -2; FBW7 activator: -0.1

What do the screens show for `Cc1ccc(S(=O)(=O)N(CC(=O)NCc2ccccn2)Cc2ccc(Cl)c(Cl)c2)cc1`?
MITF inh: -16; GPR151 activ: -1.0; TEAD-YAP block: -8; FBW7 activator: -0.1

Results for CC(=O)c1cccc(-c2nc3ccc(C(=O)NC4CCN(Cc5ccccc5)CC4)cc3s2)c1 ?
MITF inh: 14; GPR151 activ: 1.5; TEAD-YAP block: -5; FBW7 activator: 0.2

Results for CC1=C(C#N)C(NC(=O)c2ccc(C)cc2)(C(F)(F)F)C(=O)N1 (stereo not drawn) ?
MITF inh: -5; GPR151 activ: -0.4; TEAD-YAP block: 3; FBW7 activator: 0.1

How did COc1cccc(/C=N/NC(=O)c2ccccn2)c1OC do in these assays?
MITF inh: -3; GPR151 activ: -1.5; TEAD-YAP block: -17; FBW7 activator: -0.2

How did O=C(Nc1ccccn1)c1ccc(-c2ccccc2)cc1 do in these assays?
MITF inh: 3; GPR151 activ: -3.1; TEAD-YAP block: 75*; FBW7 activator: 0.0

What do the screens show for `CC(=O)NCC1CCCN(c2nc3nonc3nc2N2CCSCC2)C1` (stereo not drawn)?
MITF inh: 0; GPR151 activ: 5.5*; TEAD-YAP block: -5; FBW7 activator: -0.1

Results for COc1ccc(-c2noc(CCC(=O)NCc3cc(Br)ccc3OC)n2)cc1 ?
MITF inh: -9; GPR151 activ: -0.1; TEAD-YAP block: 12; FBW7 activator: 0.1

What do the screens show for `c1cnc(NC2C3CC4CC(C3)CC2C4)nc1` (stereo not drawn)?
MITF inh: 6; GPR151 activ: 0.1; TEAD-YAP block: 3; FBW7 activator: -0.2

What do the screens show for `CC(C)(Cl)CNS(=O)(=O)c1ccc(Cl)cc1`?
MITF inh: 3; GPR151 activ: -0.2; TEAD-YAP block: 1; FBW7 activator: -0.4

Results for Cc1ccc(Nc2c([N+](=O)[O-])sc3ccccc23)cc1 ?
MITF inh: 30; GPR151 activ: 0.0; TEAD-YAP block: 48*; FBW7 activator: -0.5

Results for Cc1nc2cc(NC(=O)c3ccc(S(=O)(=O)N4CCOCC4)cc3)ccc2s1 ?
MITF inh: 8; GPR151 activ: -0.3; TEAD-YAP block: 5; FBW7 activator: 0.3

How did O=C(O)Cn1c(SCc2cc(=O)n3cc(Cl)ccc3n2)nc2ccsc2c1=O do in these assays?
MITF inh: -9; GPR151 activ: -0.3; TEAD-YAP block: 3; FBW7 activator: -0.1

What do the screens show for `COc1ccccc1-n1c(CNC(=O)c2cc(OC)c(OC)c(OC)c2)nnc1SCC(=O)Nc1nccs1`?
MITF inh: 5; GPR151 activ: -0.5; TEAD-YAP block: -8; FBW7 activator: -0.1

What do the screens show for `O=c1c2ccccc2nc(SCc2nc3ccccc3[nH]2)n1-c1ccc(Cl)cc1`?
MITF inh: 15; GPR151 activ: 2.1; TEAD-YAP block: -7; FBW7 activator: 0.0

What do the screens show for `CC(C)OCC(O)CNc1ccccc1` (stereo not drawn)?
MITF inh: -3; GPR151 activ: 1.6; TEAD-YAP block: -5; FBW7 activator: 0.1

What do the screens show for `CC(=O)c1ccc2c(c1)C(=Cc1ccccc1)c1cc(C(C)=O)ccc1-2`?
MITF inh: 13; GPR151 activ: 1.7; TEAD-YAP block: -4; FBW7 activator: -0.1

How did O=C(COc1ccccc1)Nc1ncnc2oc(-c3ccccc3)c(-c3ccccc3)c12 do in these assays?
MITF inh: 11; GPR151 activ: 3.4; TEAD-YAP block: -5; FBW7 activator: -0.1

How did Cc1cccc(C)c1NC(=O)C(C)N1C(=O)C2C3C=CC(C4CC34)C2C1=O (stereo not drawn) do in these assays?
MITF inh: -3; GPR151 activ: 1.8; TEAD-YAP block: 8; FBW7 activator: -0.2

What do the screens show for `Cn1cccc1C(=O)NC(=O)COC(=O)c1cc(Cl)ccc1[N+](=O)[O-]`?
MITF inh: 1; GPR151 activ: -0.3; TEAD-YAP block: -6; FBW7 activator: -0.1

Results for Cc1cccc(CCNC(=O)Cn2c(=O)oc3cc(S(=O)(=O)N4CCCC4)ccc32)c1 ?
MITF inh: -2; GPR151 activ: 0.2; TEAD-YAP block: -3; FBW7 activator: 0.0

How did CC(C)CC(c1nnnn1C1CCCCC1)N1CCN(c2ncccn2)CC1 (stereo not drawn) do in these assays?
MITF inh: 7; GPR151 activ: -1.1; TEAD-YAP block: 4; FBW7 activator: 0.9

What do the screens show for `COc1ccc(-c2cncc3ccc(C(=O)NCc4cnc(C)cn4)nc23)cc1`?
MITF inh: 3; GPR151 activ: 0.0; TEAD-YAP block: 70*; FBW7 activator: -0.1

What do the screens show for `Cc1cccc(C(=O)Nc2ccc(O)c(-c3nc4cc(C)ccc4o3)c2)c1`?
MITF inh: 18; GPR151 activ: -0.6; TEAD-YAP block: -2; FBW7 activator: 0.4

How did COc1cccc(-c2cc(C(F)(F)F)nc(-n3cc([N+](=O)[O-])cn3)n2)c1 do in these assays?
MITF inh: 6; GPR151 activ: -0.6; TEAD-YAP block: -1; FBW7 activator: -0.1

What do the screens show for `CC1CCc2cc(F)ccc2N1C=C1C(=O)N(C)C(=O)N(C)C1=O` (stereo not drawn)?
MITF inh: -16; GPR151 activ: -1.1; TEAD-YAP block: -3; FBW7 activator: 0.2

How did O=C(NCc1cccnc1)C(=O)N/N=C/c1ccncc1 do in these assays?
MITF inh: 10; GPR151 activ: 0.4; TEAD-YAP block: 3; FBW7 activator: 0.1

An excerpt from above in order of formula weight, smallest number first.
How did O=C(NCc1cccnc1)C(=O)N/N=C/c1ccncc1 do in these assays?
MITF inh: 10; GPR151 activ: 0.4; TEAD-YAP block: 3; FBW7 activator: 0.1

What do the screens show for `CC(=O)c1ccc2c(c1)C(=Cc1ccccc1)c1cc(C(C)=O)ccc1-2`?
MITF inh: 13; GPR151 activ: 1.7; TEAD-YAP block: -4; FBW7 activator: -0.1

How did Cc1cccc(C)c1NC(=O)C(C)N1C(=O)C2C3C=CC(C4CC34)C2C1=O (stereo not drawn) do in these assays?
MITF inh: -3; GPR151 activ: 1.8; TEAD-YAP block: 8; FBW7 activator: -0.2

How did COc1cccc(-c2cc(C(F)(F)F)nc(-n3cc([N+](=O)[O-])cn3)n2)c1 do in these assays?
MITF inh: 6; GPR151 activ: -0.6; TEAD-YAP block: -1; FBW7 activator: -0.1

What do the screens show for `Cn1cccc1C(=O)NC(=O)COC(=O)c1cc(Cl)ccc1[N+](=O)[O-]`?
MITF inh: 1; GPR151 activ: -0.3; TEAD-YAP block: -6; FBW7 activator: -0.1

How did CC(C)CC(c1nnnn1C1CCCCC1)N1CCN(c2ncccn2)CC1 (stereo not drawn) do in these assays?
MITF inh: 7; GPR151 activ: -1.1; TEAD-YAP block: 4; FBW7 activator: 0.9

How did O=C(COc1ccccc1)Nc1ncnc2oc(-c3ccccc3)c(-c3ccccc3)c12 do in these assays?
MITF inh: 11; GPR151 activ: 3.4; TEAD-YAP block: -5; FBW7 activator: -0.1

Results for Cc1cccc(CCNC(=O)Cn2c(=O)oc3cc(S(=O)(=O)N4CCCC4)ccc32)c1 ?
MITF inh: -2; GPR151 activ: 0.2; TEAD-YAP block: -3; FBW7 activator: 0.0

Following part
Results for CC(C#N)Oc1ccc(C(=O)c2ccccc2)cc1 (stereo not drawn) ?
MITF inh: 0; GPR151 activ: 0.6; TEAD-YAP block: -10; FBW7 activator: 0.0

How did CCOc1cc(/C=C2\SC(=S)NC2=O)ccc1OC do in these assays?
MITF inh: 20; GPR151 activ: 0.7; TEAD-YAP block: 2; FBW7 activator: -0.1

How did CCCCNC(=O)c1ccc2c(=O)n(CCC3=CCCCC3)c(=S)[nH]c2c1 do in these assays?
MITF inh: -2; GPR151 activ: -1.0; TEAD-YAP block: 6; FBW7 activator: 0.5

Results for CCCCCOC(=O)c1sc2nc(N3CCOCC3)c3c(c2c1N)CC(C)(C)OC3 ?
MITF inh: -3; GPR151 activ: 4.7; TEAD-YAP block: -9; FBW7 activator: -0.2

How did Cc1onc(C(=O)N2CCC(Cc3ccccc3)CC2)c1[N+](=O)[O-] do in these assays?
MITF inh: -15; GPR151 activ: -0.5; TEAD-YAP block: 9; FBW7 activator: -0.1

How did Cc1ccc(C(=O)N/C(=C\c2ccco2)C(=O)NCCCn2ccnc2)cc1C do in these assays?
MITF inh: 48; GPR151 activ: 0.6; TEAD-YAP block: 2; FBW7 activator: -0.1

Results for CC1=C(C(=O)OCCOc2ccccc2)C(c2cccc(O)c2)C2=C(CC(c3ccc(Cl)cc3)CC2=O)N1 (stereo not drawn) ?
MITF inh: -14; GPR151 activ: 1.2; TEAD-YAP block: -3; FBW7 activator: 0.3

Results for COc1cc(C2C(C#N)=C(N)OC3=C2C(=O)CCC3)ccc1OCc1ccccc1F (stereo not drawn) ?
MITF inh: 2; GPR151 activ: -0.4; TEAD-YAP block: -35; FBW7 activator: -0.2

What do the screens show for `C=CCc1cccc(Cl)c1OCCCN1CCN(C)CC1`?
MITF inh: 19; GPR151 activ: -1.4; TEAD-YAP block: 2; FBW7 activator: 0.5
